Bioassay records: PubChem BioAssay, PCMD
FXIIa inh: inhibitors of human coagulation factor XIIa | P00748 | purified human FXIIa, AMC substrate fluorescence, 2 h | inhibition, % at 10 µM | 0.2% of 33,000 active | AID 701; in the data active means inhibition above about 30%;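 further: 0% = enzyme with vehicle only and 100% = no enzyme blank; many of its hits are not listed in these tables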
FXIa single inh: blocks human coagulation factor XIa activity; inhibition, % at 10 µM; purified human FXIa, fluorogenic AMC substrate cleavage; AID 687; 0.3% of 33,000 active;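 active means inhibition above 40% in the primary screen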;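 further: 0% = enzyme without compound and 100% = blank wells lacking enzyme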
The depositor's hits bear a star; & = joins results of further samples. These rows are one share of the data, so the mix of outcomes need not match the whole.

SMILES | FXIIa inh | FXIa single inh
CCCC(=O)c1ccc2c(c1)OCCO2 | -10 | 19
Cn1c(SCC(=O)NCC2CCCO2)nnc1-c1c[nH]c2ccccc12 (stereo unspecified) | 4 | 0
Cc1ccc2nc(-c3cccc(N)c3)oc2c1 | -15 | 20
Cc1ccc(C(=O)Nc2nc3c(s2)CCCC3)o1 | 7 | 7
CC(C)CCCC(C)NS(=O)(=O)Cc1ccccc1 (stereo unspecified) | -1 | -2
CCOc1ccc(C(C)=O)cc1COC(=O)C1=COCCO1 | -13 | 5
Cc1ccc(-n2nnnc2-c2ccco2)cc1 | 3 | -1
O=C(Nc1ccccc1O)c1cc(S(=O)(=O)N2CCOCC2)c(Cl)cc1Cl | 8 | 1
O=c1cc(NC2CCCCCC2)[nH]c(=O)[nH]1 | 9 | 0
C=CCn1c(SCC(=O)Nc2nccs2)nnc1-c1ccco1 | -13 | 4
Cc1ccc(NC(=O)CSCC#N)cc1 | 0 | 1
O=C(O)CSCC(=O)Nc1ccccc1 | -11 | -3
COc1cc2c3nnc(-c4ccc(F)cc4)c-3cn(Cc3ccccc3)c2cc1OC | -5 | 1
CCN(CC)C(=O)CSc1nnc(-c2ccco2)n1N | 11 | 4
Nc1c(C(=O)c2ccccc2)sc(Nc2ccccc2)c1S(=O)(=O)c1ccccc1 | 5 | 2
COc1ccc(OC)c(N(CC(=O)N2CCCCC2)S(=O)(=O)c2ccc(OC)c(OC)c2)c1 | 1 | -4
NC(=O)C1CCN(C(=O)CSc2nc3c(c(-c4ccccc4)n2)CCCC3)CC1 | 5 | 2
CCC(C(=O)N1CCN(C(=O)c2ccco2)CC1)c1ccccc1 (stereo unspecified) | -18 | 5
COc1ccc(C)cc1NC(=O)CSc1nnc(-c2ccco2)n1Cc1ccco1 | 2 | 1
Cc1cc(C)n(C(=O)CCCCCCCC(=O)n2nc(C)cc2C)n1 | 4 | -1
Cc1ccc(CN2C(=O)CCC2(C)C(=O)NCc2cccnc2)cc1 (stereo unspecified) | 4 | 9
Cc1ccccc1NC(=O)Cc1nc(CSc2nnc(-c3ccc4c(c3)OCO4)o2)cs1 | 4 | -4
CCSc1nc(=O)n(-c2ccccc2)c(C)c1C(C)=O | -1 | 5
O=C(COc1ccc(Cl)cc1)N1CCN(c2ncccn2)CC1 | 4 | -3
CN(C)C(=O)Oc1cccc([N+](C)(C)C)c1 | -9&7 | -8&-1
CC(=O)N(C)c1ccc(NC(=O)c2ccccc2C(=O)O)cc1 | 3 | 1
CC1CC(C)CN(CCCNC(=O)Cn2ncn3cccc3c2=O)C1 (stereo unspecified) | 6 | -10
CC1CC(C)CN(c2ncc3c(n2)CC(c2ccc(Cl)cc2)CC3=O)C1 (stereo unspecified) | 5 | 1
Cc1cccc(OCCSc2ncnc3nc[nH]c23)c1 | 2 | -5
CCCNCCC(c1ccco1)c1ccccc1OC (stereo unspecified) | 8 | -9
COc1cc2cc(C)nc(Cc3cccc4ccccc34)c2cc1OC | 11 | -4
CCOc1ccc2c(=O)c(Oc3ccccc3OCC)coc2c1 | -4 | 1
COC(=O)CC1=C(C)C(=O)CC2C(C)(C)CCCC12C (stereo unspecified) | 24 | 2
O=C1C2CC=CCC2C(=O)N1CNc1ccccc1 (stereo unspecified) | 3 | 2
COc1ccc(C2(NC(C)=O)CCN(C(=O)CCC(=O)O)CC2)cc1 | -11 | -14
Cn1c(=O)c2c(nc(Sc3ncccn3)n2Cc2ccc(Cl)cc2)n(C)c1=O | 1 | 0
COc1cccc(C2C(C(=O)c3cc4ccccc4o3)=C(O)C(=O)N2c2cc(C)on2)c1OC (stereo unspecified) | 12 | 0
O=C(O)/C=C/c1cn(Cc2ccccc2)nc1-c1ccccc1 | 4 | 4
CC(C)CSc1nnc2[nH]c(=O)cc(N)n12 | 5 | -5
COC(=O)C1=C(C)N(CC(C)C)C(=O)C1 | -13 | 18
CCCCCOC(=O)c1ccc(N2C(=O)C3C4C=CC(C4)C3C2=O)cc1 (stereo unspecified) | -10 | 17
Cc1cc(NS(=O)(=O)c2ccccc2)c(C)c(Cl)c1O | -14 | 1
Cn1c(=O)c2c(nc(NCCc3ccccc3)n2Cc2ccccc2)n(C)c1=O | 2 | -5
Cc1cc(Nc2nc3ccccc3nc2Cl)n(-c2ccccc2)n1 | 6 | -6
CC(=O)c1ccc(-n2c(CCC(=O)O)ccc2-c2cccs2)cc1 | -16 | 22
CC(=O)NC1(c2ccc(F)cc2)CCN(C(=O)Nc2ccc(F)cc2F)CC1 | 4 | 36
O=C(NCCCN1CCOCC1)C1COc2ccccc2O1 (stereo unspecified) | 5 | 1
Cc1ccc(SC(C)C(=O)Nc2ncn[nH]2)cc1 (stereo unspecified) | 3 | -5
O=C(Nc1ccc2c(c1)OCCO2)NC1(C(F)(F)F)Oc2ccccc2O1 | 5 | 4
COc1ccc(OC)c(N(CC(N)=O)S(=O)(=O)c2ccc(OC)c(OC)c2)c1 | -13 | 15
Other records:
SMILES | FXIIa inh | FXIa single inh
Fc1ccc(Cn2c(-c3cscn3)nc3ccccc32)c(Cl)c1 | 11 | -1
CC1=CCC(C(=O)O)(C(=O)N/N=C/c2cccs2)C(c2ccc([N+](=O)[O-])cc2)C1 (stereo unspecified) | 10 | -6
Cc1ccc(SC/C(O)=C(\C#N)c2nc3ccccc3s2)cc1 | -2 | 3
COc1ccccc1Nc1nc(N)nc(-c2oc3ccccc3c2C)n1 | 3 | -3
CCc1nc2sc3c(c2c(=O)n1NC(=O)CCl)CCCC3 | 16 | 0
CS(=O)(=O)N(CC(=O)Nc1ccc2c(c1)OCO2)Cc1ccccc1 | 6 | 2
Cc1c(Br)cc(C(=O)NC2CCCCC2)c(C)c1C | 6 | -11
COc1ccc(-c2noc(CCC(=O)Nc3ccc4c(c3)OCCO4)n2)cc1 | 5 | 3
COc1ccc(C(=O)NCc2n[nH]c(=S)n2-c2ccccc2)cc1OC | 7 | 6
Cc1nc(-c2ccccc2O)n(S(=O)(=O)N(C)C)n1 | 4 | 7
COc1ccc(NC(=O)CSc2nccc(C)n2)cc1 | -2 | 3
CCOC(=O)c1cc2occc2n1Cc1ccc(F)cc1 | 6 | 6
CCCSC1=N/C(=C\c2ccc3c(c2)OCO3)C(=O)S1 | 9 | -3
CCC(C)n1c(-c2ccco2)nc2nc3ccccc3nc21 (stereo unspecified) | -12 | -2
C=CCNC(=O)c1ccccc1NC(=O)c1cccc2ccccc12 | -9 | 21
CC(C)Cc1ccc(S(=O)(=O)N2CCOCC2)cc1 | 14 | 1
O=C(NC1CCCC1)C(c1ccncc1)N(Cc1cccs1)C(=O)c1csnn1 (stereo unspecified) | 3 | 7
COc1cc(C2NC(C(=O)O)Cc3c2[nH]c2ccccc32)cc(OC)c1OC (stereo unspecified) | 12 | 0
COc1ccc(NC(=O)CN(C2CCCCC2)S(C)(=O)=O)cc1Cl | 13 | -2
CCC(=O)N1CCN(c2ccc(NC(=O)c3c(F)c(F)c(OC)c(F)c3F)cc2)CC1 | 7 | -7
COc1ccc(-c2nnc(SCC(=O)NC(=O)NCc3ccccc3)o2)cc1 | -4 | -12
O=C(O)C(=O)/C(=C\c1cccc2ccccc12)c1ccc2ccccc2n1 | 3 | -7
Cn1c(NC(=O)C2CCCO2)cc(=O)n(C)c1=O (stereo unspecified) | 28 | -2
N#C/C(=C/Nc1ccccc1)c1ccsc1 | 5 | 9
O=C(CSc1nnc(CNC(=O)c2ccccc2F)o1)c1ccc(Cl)cc1 | 0 | 3
CC(C)(C)NC(=O)NC(=O)CSc1nnc(COc2ccccc2Cl)o1 | -13 | 27
Cc1nnc(Nc2ccc3c(c2)ncn3C)c2ccccc12 | -4 | -2
COC(=O)c1[nH]c2ccc(C)cc2c1NC(=O)Oc1ccccc1 | 9 | -6
CSCCC(NS(=O)(=O)c1ccc(Cl)cc1)C(=O)OCC(=O)NC12CC3CC(CC(C3)C1)C2 (stereo unspecified) | 10 | -7
O=C(CNC(=O)c1ccc(Cl)cc1)NCCCn1ccnc1 | 9 | 2
CCOc1ccc(-n2c(=S)sc3c(=O)[nH]c(SCC(=O)NC(C)CC)nc32)cc1 (stereo unspecified) | 6 | 13
COC(=O)c1sc(N)c(C(=O)OC)c1CSc1nc2sc3c(c2c(=O)n1C)CCC3 | -3 | -2
O=C(N1CCN(c2ccccc2)CC1)C(F)(F)C(F)F | 1 | -7
N=c1sccn1CC(=O)Nc1ccc(Cl)c(S(=O)(=O)N2CCOCC2)c1 | 5 | -20
COc1ccc(OCC(O)CNc2ccc(Br)cc2)cc1 (stereo unspecified) | 6 | 7
O=C(O)/C=C\C(=O)Nc1ccccc1C(=O)NCc1ccccc1 | 6 | 6
CN1CCN(C(c2ccccc2)c2nnnn2Cc2ccccc2)CC1 (stereo unspecified) | 3 | -1
CC12CCC(C(=O)Nc3cc(Cl)ccc3Cl)(C/C1=N\O)C2(C)C (stereo unspecified) | 9 | 4
Cc1csc(NC(=O)C2CCCC2)n1 | 1 | -11
O=C1CC(N2CCC(O)(c3ccc(Cl)cc3)CC2)C(=O)N1 (stereo unspecified) | 1 | 1

The list goes on (4 carried over from the part before).
SMILES | FXIIa inh | FXIa single inh
CN1CCN(C(c2ccccc2)c2nnnn2Cc2ccccc2)CC1 (stereo unspecified) | 3 | -1
CC12CCC(C(=O)Nc3cc(Cl)ccc3Cl)(C/C1=N\O)C2(C)C (stereo unspecified) | 9 | 4
Cc1csc(NC(=O)C2CCCC2)n1 | 1 | -11
O=C1CC(N2CCC(O)(c3ccc(Cl)cc3)CC2)C(=O)N1 (stereo unspecified) | 1 | 1
CC1=NN2C(=N)/C(=C\c3ccc(SCc4ccccc4)o3)C(=O)N=C2S1 | 11 | -4
COc1ccc(C(=O)Nc2ccc(S(=O)(=O)N3CCCC3)cc2)c(OC)c1 | 3 | -7
CCN(CC)S(=O)(=O)c1cccc(-c2nnc(SCC(=O)NC3CCCCCC3)n2N)c1 | 18 | 3
O=C(O)CCc1nn2c3ccccc3n(CCN3CCCCC3)c2nc1=O | -15 | 19
COC(=O)c1sc(NC(=O)COc2cccc3ccccc23)nc1C | 3 | -1
Cc1cc(F)ccc1S(=O)(=O)Nc1ccccc1C(=O)Nc1ncn[nH]1 | -5 | -3
Cc1ccccc1CN1C2=NCCN2c2ccccc21 | 7 | 8
OCCNc1nc(-c2cccnc2)nc2ccccc12 | 9 | 5
CCOc1ccc2nc(Cl)c(/C=C/C(=O)c3ccco3)cc2c1 | -2 | -8
COc1ccc(NC(=O)N2CCCC(C(=O)NC(C)C)C2)cc1 (stereo unspecified) | 8 | 0
CC(C)Cn1c(SCC(=O)NC2CCCc3ccccc32)nc(O)cc1=O (stereo unspecified) | 2 | -1
Cc1cc(C(C)(C)C)cc(S(=O)(=O)Nc2ccc(O)c(C(=O)O)c2)c1C | 4 | 1
Cc1c([N+](=O)[O-])cc(C(=O)Oc2ccc(Br)cc2C(=S)N2CCCCC2)cc1[N+](=O)[O-] | 3 | 5
COc1ccc(/C=N/Nc2nccnc2Cl)cc1 | 14 | -5
CN1CCN(Cc2cccc(Oc3ccccc3)c2)CC1 | -13 | 15
CN1CCN(c2nc(-c3ccccn3)nc3ccccc23)CC1 | 8 | -4
COc1cccc(C(=O)Nc2cccc(OCC(=O)O)c2)c1 | 3 | 6
CSc1ccccc1-n1nnnc1SCC(=O)Nc1ccccc1C | 5 | 0
Cc1cc(S(=O)(=O)N2CCN=C2c2ccccc2)ccc1F | 4 | 9
C=CCn1c(SCC(=O)c2cccs2)nc2sc(C)cc2c1=O | 6 | 4
CCCn1cnc2c(=O)oc3ccccc3c21 | 5 | -8
COC(=O)c1ccc(OC(=O)C2CC(=O)N(c3ccc(C)cc3C)C2)cc1 (stereo unspecified) | -3 | -2
O=C(N/N=C/c1ccco1)c1cc(-c2cccc3ccccc23)n[nH]1 | 5 | 13
CCOc1cc(C(=O)O)cc(Cl)c1OC | 8 | 4
CC(=Nc1ccccc1C)C1=C(O)CSC1=O | -17 | 32
CCN(CC)C(=O)CN(c1cccc(OC)c1)S(=O)(=O)c1ccc(C)cc1 | 6 | 7
C=CCSc1nnc(NC(=O)c2nc(SCC)ncc2Cl)s1 | 12 | 5
Nc1nc(SCC(=O)NC2CCCCCC2)[nH]c(=O)c1-c1ccccc1 | 10 | 11
COC(=O)CCCCC1SCC2NC(=O)NC21O (stereo unspecified) | 5 | 4
COC(=O)c1cc2sc(Cl)cc2n1CC(=O)NCC1CCCO1 (stereo unspecified) | 9 | 7
O=C(Nc1nc2ccc(S(=O)(=O)N3CCCC3)cc2s1)C1CCCCC1 | -11 | 0
Cc1cn(C2OC(COC(=O)c3ccccc3)C(OC(=O)c3ccccc3)C2OC(=O)c2ccccc2)c(=O)[nH]c1=O (stereo unspecified) | -12 | -2
O=C(CCNS(=O)(=O)c1ccc(Br)s1)Nc1ccc(Cl)cc1 | -6 | -4
COC(=O)C(NC(=O)CCc1c(C)nc2ncnn2c1C)C(C)C (stereo unspecified) | 4 | 1

Molecules listed so far that contain an NH in an aromatic ring (13):
SMILES | FXIIa inh | FXIa single inh
Cn1c(SCC(=O)NCC2CCCO2)nnc1-c1c[nH]c2ccccc12 (stereo unspecified) | 4 | 0
O=c1cc(NC2CCCCCC2)[nH]c(=O)[nH]1 | 9 | 0
Cc1cccc(OCCSc2ncnc3nc[nH]c23)c1 | 2 | -5
CC(C)CSc1nnc2[nH]c(=O)cc(N)n12 | 5 | -5
Cc1ccc(SC(C)C(=O)Nc2ncn[nH]2)cc1 (stereo unspecified) | 3 | -5
COc1ccc(C(=O)NCc2n[nH]c(=S)n2-c2ccccc2)cc1OC | 7 | 6
COc1cc(C2NC(C(=O)O)Cc3c2[nH]c2ccccc32)cc(OC)c1OC (stereo unspecified) | 12 | 0
COC(=O)c1[nH]c2ccc(C)cc2c1NC(=O)Oc1ccccc1 | 9 | -6
CCOc1ccc(-n2c(=S)sc3c(=O)[nH]c(SCC(=O)NC(C)CC)nc32)cc1 (stereo unspecified) | 6 | 13
Cc1cc(F)ccc1S(=O)(=O)Nc1ccccc1C(=O)Nc1ncn[nH]1 | -5 | -3
O=C(N/N=C/c1ccco1)c1cc(-c2cccc3ccccc23)n[nH]1 | 5 | 13
Nc1nc(SCC(=O)NC2CCCCCC2)[nH]c(=O)c1-c1ccccc1 | 10 | 11
Cc1cn(C2OC(COC(=O)c3ccccc3)C(OC(=O)c3ccccc3)C2OC(=O)c2ccccc2)c(=O)[nH]c1=O (stereo unspecified) | -12 | -2
